Assay outcomes: PubChem, several laboratories
TRPC6 act = activates the mouse TRPC6 cation channel | Q61143 | HEK293-TRPC6 membrane potential dye fluorescence; hits give high values | B-score at 10 µM | actives 0.13% (n = 310,000);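 active = B-score of the integrated fluorescence ratio above library mean plus 3 SD, and starting fluorescence ratio within library mean plus 5 SD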;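 also: higher score means more depolarization so channel activation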
AI-2 QS mod = Vibrio harveyi AI-2 quorum sensing modulation | actives 0.4% (n = 300,000) | AID 2094 | Vibrio harveyi JMH597 AI-2 luminescence/OD600 ratio, 9 h; hits give low values; strain lacks LuxN and CqsS sensors; 0 = neutral-control median | activity change, % at 7.5 µM; in the data active = activity change below about -75%, passing the limit was not always enough;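 also: luminescence divided by OD600 gain over 9 h not by final OD600 alone; inactives centre near 13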
MrgX1 PAM = allosterically activates human MrgX1 receptor signaling; Q96LB2; MrgX1-HEK293, Fluo-4 calcium flux, FDSS; hits give high values; B-score at 10 µM; actives 0.63% (n = 310,000);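 active = plate-corrected calcium response at least 3 library SD above typical, normal starting fluorescence, not activating the receptor alone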;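 also: compound read alongside a low EC10 to EC30 dose of BAM8-22 agonist; peak minus trough fluorescence over baseline measured at the second addition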
HIF activator = HIF pathway transcriptional activation | AID 1910 | activation, % at 7.5 µM (by protocol) | actives 0.32% (n = 300,000) | U2OS HRE-luciferase reporter, luminescence; normalized: DMSO 0%, desferrioxamine 100%;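 active = mean activation of at least 10% of the iron chelator positive control signal, with at least half of replicates also reaching 10%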
PolyA inh = inhibitors of polyadenylation in S. cerevisiae. S. cerevisiae SKY197-pL101 polyadenylation reporter, beta-gal luminescence; efflux-impaired pdr1/pdr3 knockout yeast; score 100 = 6 SD above DMSO. calls only at 12 µM. actives 0.02% (n = 300,000);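 active = lowest replicate activity score at least 50, where 100 means six control SD above control mean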;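 also: yeast exposed to compound for 9 h at 30 °C; higher score means more reporter readthrough which indicates perturbed polyadenylation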
MrgX1 antagonist = human MrgX1 receptor antagonism, primary screen; B-score at 10 µM; MRGX1-HEK293 calcium flux, Fluo-4, BAM8-22 antagonism; hits give low values; actives 1.3% (n = 310,000);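 active = calcium-response B-score plate-corrected more than 3 library SD below zero, starting fluorescence within 5 deviations, no agonist response on first addition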;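 also: peak minus trough fluorescence over baseline after final BAM8-22 challenge near maximal dose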
MrgX1 agonist = activates human MrgX1 receptor signaling; Q96LB2; MrgX1-HEK293 cells, Fluo-4 calcium fluorescence, agonist mode; hits give high values; B-score at 10 µM; actives 0.44% (n = 310,000);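 active = calcium response B-score plate-corrected fluorescence ratio at least 3 library SD, with starting fluorescence B-score inside 5 SD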
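Assay system: stable human MrgX1 HEK293 cell line. Quantity: 15,000 cells per well. Schedule: cells plated overnight, dye loaded 0.5 h 37 °C, 0.5 h room temperature. Detection: Fluo-4 NW calcium-flux fluorescence, kinetic read. Read-out basis: peak-minus-minimum fluorescence over baseline, converted to B scores. Control set: positive and negative control wells on each plate.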
TRPC6 inhibitor = mouse TRPC6 channel inhibition; AID 2553; HEK293-TRPC6, membrane potential dye, ACh-evoked depolarization; hits give low values; B-score at 10 µM; Q61143; actives 1.1% (n = 310,000);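 active = B-score under library mean minus 3 SD, initial fluorescence not abnormally high, positive integrated signal ratio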;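 also: B-score derived from integrated fluorescence ratio over the kinetic read; more negative B-score means stronger inhibition of depolarization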
TRPC4 act = activators of mouse TRPC4 channel; HEK293 TRPC4beta/mu-opioid, Fluo4 calcium fluorescence; hits give high values; B-score at 10 µM; actives 0.49% (n = 310,000);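 active = B-score above 5 SD of library B-scores, and initial fluorescence ratio not above library mean plus 5 SD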;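 also: positive B-score marks a calcium rise read as TRPC4 activation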
Target sequence (Q9QUQ5 whole entry, looked up): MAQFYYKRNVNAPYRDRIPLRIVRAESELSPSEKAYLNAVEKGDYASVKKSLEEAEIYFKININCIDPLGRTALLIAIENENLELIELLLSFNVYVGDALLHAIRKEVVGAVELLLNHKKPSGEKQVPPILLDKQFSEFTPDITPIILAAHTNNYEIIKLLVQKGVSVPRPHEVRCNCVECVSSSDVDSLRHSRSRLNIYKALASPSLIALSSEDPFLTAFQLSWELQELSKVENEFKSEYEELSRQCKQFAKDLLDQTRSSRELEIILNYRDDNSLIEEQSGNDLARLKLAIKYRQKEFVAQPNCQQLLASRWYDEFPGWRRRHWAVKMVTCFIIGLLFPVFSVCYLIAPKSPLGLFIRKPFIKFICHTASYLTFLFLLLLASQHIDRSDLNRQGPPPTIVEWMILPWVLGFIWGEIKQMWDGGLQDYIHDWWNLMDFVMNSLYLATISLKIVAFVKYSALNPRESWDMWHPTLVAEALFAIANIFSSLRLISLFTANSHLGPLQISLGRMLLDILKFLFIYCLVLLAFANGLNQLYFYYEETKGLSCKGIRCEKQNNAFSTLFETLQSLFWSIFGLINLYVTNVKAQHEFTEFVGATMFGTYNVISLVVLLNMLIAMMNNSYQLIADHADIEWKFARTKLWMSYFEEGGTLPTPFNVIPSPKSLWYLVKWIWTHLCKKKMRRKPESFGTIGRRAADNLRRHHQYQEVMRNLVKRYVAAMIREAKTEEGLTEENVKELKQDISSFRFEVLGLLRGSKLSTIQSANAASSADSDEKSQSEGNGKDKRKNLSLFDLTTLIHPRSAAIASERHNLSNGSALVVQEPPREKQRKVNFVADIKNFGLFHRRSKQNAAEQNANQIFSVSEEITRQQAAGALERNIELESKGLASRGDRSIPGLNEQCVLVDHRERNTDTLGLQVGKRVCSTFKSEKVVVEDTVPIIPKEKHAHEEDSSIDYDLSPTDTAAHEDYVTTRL
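System: HEK293 cells stably co-expressing mouse TRPC4beta and mu-opioid receptor; Schedule: Fluo4 dye loading 45 min at room temperature, 110 s recording; Detection: Fluo4 fluorescence, kinetic; Evaluation: B-scored integrated calcium fluorescence ratio; Controls: buffer (low) and maximal DAMGO (high).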
TRPC4 potent = TRPC4 (mouse) allosteric potentiation | actives 0.42% (n = 310,000) | HEK293 TRPC4beta/mu-opioid, DAMGO EC20, Fluo-4 Ca2+ flux; hits give high values | B-score at 10 µM | Q9QUQ5;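 active = B-score of calcium response area above 5 SD of library B-scores, with initial fluorescence ratio within 5 SD of library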;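 also: B-score of integrated fluorescence ratio over time as area under calcium response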
TRPC4 block = TRPC4 (mouse) channel inhibition. Q9QUQ5. HEK293 TRPC4beta/mu-opioid, DAMGO-evoked Fluo4 calcium flux; hits give low values. B-score at 10 µM. actives 0.39% (n = 300,000). AID 2247;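 active = B-score over 3 SD under the library average, no early fluorescence shift, positive overall ratio signal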
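Test system – stable TRPC4beta/mu-opioid receptor HEK293 cells · Probe or stimulus – DAMGO, a submaximal dose followed by a maximal one · Dosing – one concentration per compound · Signal – Fluo4 calcium fluorescence by kinetic imaging, 5 s 1 Hz baseline · Evaluation – per-well B score of integrated baseline-normalized Fluo4 ratio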
Starred values were filed as active, the others as inactive; i = inactive; / = no result given.

SMILES	TRPC6 act	AI-2 QS mod	MrgX1 PAM	HIF activator	PolyA inh	MrgX1 antagonist	MrgX1 agonist	TRPC6 inhibitor	TRPC4 act	TRPC4 potent	TRPC4 block
COc1ccccc1N1CCN(CC(=O)Nc2ccc(CN3CCCCC3)cc2)CC1	i	0	i	-0.1	i	i	i	i	i	i	i
Cc1ccc(-n2nnnc2CNC(=O)C2CC(=O)N(c3ccccc3)C2)cc1C (stereo not drawn)	i	19	i	-0.4	i	i	i	i	i	i	i
O=C(CNc1ccc2ccccc2c1)N/N=C/c1ccncc1	i	14	i	-8.6	i	i	i	i	i	i	i
COc1ccc(N/C=C(\[N+](=O)[O-])S(=O)(=O)c2ccccc2)cc1	i	14	i	-13	i	i	i	i	i	i	i
COc1ccc(-n2cnnc2SCC(=O)Nc2ccc(C(N)=O)cc2)cc1	i	17	i	-1.6	i	i	i	i	i	i	i
COc1ccc(C(=O)NCc2csc(C(C)C)n2)cc1OC1CCN(C(C)=O)CC1	i	24	i	0.4	i	i	i	i	i	i	i
CC(C)NC(=O)NC(=O)COC(=O)c1cc[n+]([O-])cc1	i	28	i	0.3	i	i	i	i	i	i	i
CCOC(=O)C1CCN(C(=O)CSC2=NCCS2)CC1	i	/	i	0.5	i	i	i	i	i	i	i
CCOC(=O)c1sc(NC(=O)C2CC(=O)N(c3ccc(C)cc3)C2)nc1C (stereo not drawn)	i	/	i	1.3	i	i	i	i	i	i	i
COc1ccc(C(CC(=O)N2CCN(c3ccccc3)CC2)c2c(OC)cc(OC)c3ccc(=O)oc23)cc1 (stereo not drawn)	i	18	i	-0.3	i	i	i	i	i	i	i
CSCCC(NC(=O)c1ccc(C(C)(C)C)cc1)C(=O)O (stereo not drawn)	i	26	i	0.2	i	i	i	i	i	i	i
CC(C)C(=O)Nc1csc(C(F)(F)F)c1-c1ccccc1	i	16	i	-0.5	i	i	i	i	i	i	i
COc1ccc(N/C=C(\C#N)S(=O)(=O)c2ccc(OC)cc2)cc1	i	18	i	0.9	i	i	i	i	i	i	i
O=C(CC(=O)N/N=C\c1cccc(Cl)c1Cl)NCc1ccccc1	i	21	i	-0.2	i	i	i	i	i	i	i
CCn1c(/C=C/N(C(C)=O)c2ccccc2)[n+](CCCS(=O)(=O)[O-])c2cc(Cl)c(Cl)cc21	i	-4	i	-1.2	/	i	i	i	i	i	i
N#C/C(=C\c1ccc(OCc2ccc(Br)cc2)cc1)C(=O)Nc1cccc(C(=O)O)c1	i	56	i	0.5	i	i	i	i	i	i	i
COc1ccc(N/C=C\C(=O)c2ccc3c(c2)OCO3)cc1	i	11	i	13*	i	i	i	i	i	i	i
Cn1c(SCc2ccccc2F)nc2ccccc2c1=O	i	12	i	0.1	i	i	i	i	i	i	i
CCCCNc1ccc(C(CC(N)=O)NC(=O)c2ccccc2)cc1[N+](=O)[O-] (stereo not drawn)	i	5	i	0.2	i	i	i	i	i	i	i
O=C(O)CC(Cc1ccc(Cl)cc1)C(=O)Nc1ccccc1 (stereo not drawn)	i	20	i	-37	i	i	i	i	i	i	i
COc1ccc(-c2cccc(NC(=O)c3cccs3)c2)nn1	i	10	i	-0.8	i	i	i	i	i	i	i
CCOc1cc(C(=O)N2CCN(c3ccccn3)CC2)cc(OCC)c1OCC	i	20	i	-0.9	i	i	i	i	i	i	i
O=C(CCn1c(=S)oc2ccccc21)NC1CCCCC1	i	9	i	0.0	i	i	i	i	i	i	i
O=C(NCC(c1ccco1)N1CCc2ccccc21)c1ccccc1Br (stereo not drawn)	i	6	i	2.5	i	i	i	i	i	i	i
C=CCn1c(CCNC(=O)c2ccc(Cl)c(Cl)c2)nnc1SCCOc1ccc(OC)cc1	i	-84*	i	0.3	i	i	i	i	i	i	i
Further compounds:
SMILES	TRPC6 act	AI-2 QS mod	MrgX1 PAM	HIF activator	PolyA inh	MrgX1 antagonist	MrgX1 agonist	TRPC6 inhibitor	TRPC4 act	TRPC4 potent	TRPC4 block
Cn1nc(C(F)(F)F)c(/C=N/OC(=O)c2ccccc2Cl)c1SCc1ccccc1Cl	i	20	i	-0.7	i	i	i	i	i	i	i
O=C(CCNC(=O)c1ccc(Cl)cc1)Nc1ccccc1N1CCCCC1	i	28	i	-0.2	i	i	i	i	i	i	-5*
COc1ccc2[nH]c3c(=O)n(Cc4ccco4)cnc3c2c1	i	19	i	3.4	i	i	i	i	i	i	i
COc1ccc(C2C(C(=O)O)CCC(=O)N2c2ccc(C)cc2)cc1OC (stereo not drawn)	i	26	i	0.0	i	i	i	i	i	i	i
CS(=O)(=O)Nc1cccc(-c2cn3c(n2)SCC3)c1	i	6	i	1.7	i	i	i	i	i	i	i
CC(C)(C)c1cc(=O)[nH]c(SCc2ccccc2Cl)n1	i	24	i	1.0	/	i	i	i	i	i	i
COc1ccc(N2CCc3c(C)nc(SC)nc32)cc1	i	13	i	0.9	i	i	i	i	i	i	i
COc1cc(/C=C/C(=O)OCC(=O)c2c[nH]c3ccccc23)ccc1OC(F)F	i	14	i	-0.5	i	i	i	i	i	i	i
CCn1c(SCC(=O)NCc2cccs2)nnc1-c1ccncc1	i	19	i	/	i	i	i	i	i	i	i
O=C(COC(=O)Cc1c(Cl)cccc1Cl)Nc1ccc(OC(F)(F)F)cc1	i	7	i	0.0	i	i	i	i	i	i	i
CC(C)C[C@H](NC(=O)c1nc[nH]c1C(=O)N1CCC(C)CC1)C(=O)OCc1ccccc1	i	8	i	0.1	i	i	i	i	i	i	i
O=C(c1cccs1)N1CCN(c2ncc(C(F)(F)F)cc2Cl)CC1	i	30	i	0.4	i	i	i	i	i	i	i
N#C/C(=C\c1ccc(OCc2ccccc2)cc1)C(N)=O	i	29	i	2.2	i	i	i	i	i	i	i
Cn1nccc1C(=O)Nc1cccc(C(F)(F)F)c1	i	8	i	0.1	i	i	i	i	i	i	i
Cc1ccc(NC(=O)C2=CC(c3cccs3)=NS(=O)(=O)N2C)cc1	i	8	i	0.1	i	i	i	i	i	i	i
O=C(c1cccc(Cl)c1)N1CCN(C2CCCCC2)CC1	i	37	i	-32	i	i	i	i	i	i	i
Cc1nn(C)c(C)c1S(=O)(=O)N(CC(=O)NCCCN1CCC(C)CC1)c1ccc(C(C)C)cc1	i	32	i	-0.1	i	i	i	i	i	i	i
CCOc1ccc(NC(=O)CCn2nc(C)c(S(=O)(=O)N3CCCCC3)c2C)cc1	i	20	i	0.0	i	i	i	i	i	i	i
CN(C)CCNc1nc2sc3c(c2c(=O)n1-c1ccc(F)cc1)CCCCC3	i	14	i	0.0	i	i	i	-5.8*	i	i	i
[O-][n+]1c2c(nc3c1-c1ccccc1C3O)CCCC2 (stereo not drawn)	i	-4	i	0.8	i	i	i	i	i	i	i
CC1Cn2c(CCc3ccccc3)nnc2S1 (stereo not drawn)	i	20	i	0.5	i	i	i	i	i	i	i
Cc1noc(NS(=O)(=O)c2ccc(NC(=O)NC(C)(C(F)(F)F)C(F)(F)F)cc2)c1C	i	17	i	-0.3	i	i	i	i	i	i	i
CC(C)C[C@H](N)c1cn([C@@H](Cc2cc3ccccc3[nH]2)C(=O)N2CCNCC2)nn1	i	17	i	-0.2	i	i	i	i	i	i	i
CC(=O)N1CCN(S(=O)(=O)c2cccc(C(=O)NCCC3=CCCCC3)c2)CC1	i	60	i	0.0	i	i	i	i	i	i	i
Cc1cc(C(=O)N2CCCC(N3CCN(c4cccc(Cl)c4)CC3)C2)nc(C)n1 (stereo not drawn)	i	12	i	-0.1	i	i	i	i	i	i	i
The results go on:
SMILES	TRPC6 act	AI-2 QS mod	MrgX1 PAM	HIF activator	PolyA inh	MrgX1 antagonist	MrgX1 agonist	TRPC6 inhibitor	TRPC4 act	TRPC4 potent	TRPC4 block
COc1ccc(C(=O)N2CCC(C(=O)O)CC2)cc1	i	19	i	-0.3	i	i	i	i	i	i	i
CN(C)C(=O)CN(c1ccc(F)c(Cl)c1)S(C)(=O)=O	i	17	i	-0.5	i	i	i	i	i	i	i
O=C(N1CCOCC1)N1CCN(S(=O)(=O)c2ccccc2)C1	i	2	i	-0.5	i	i	i	i	i	i	i
CC(=O)c1ccc(N2CCN(c3ncccn3)CC2)c([N+](=O)[O-])c1	i	20	i	0.7	i	i	i	i	i	i	i
O=C(NCc1cccc(Cl)c1)C1CCC(=O)N(CCCN2CCCC2=O)C1 (stereo not drawn)	i	7	i	0.1	i	i	i	i	i	i	i
COc1ccc(-c2n(CC(=O)OC3CC(C)CCC3C(C)C)c3ccccc3[n+]2C)cc1 (stereo not drawn)	15*	15	/	-0.4	i	/	/	-5.1*	i	i	i
CC1(C)CC(=O)C(N=Nc2cccc(S(=O)(=O)N3CCOCC3)c2)=C(O)C1	i	11	i	-0.2	i	i	i	i	i	i	i
O=C(O)CN1C(=O)c2cccc3c(Br)ccc1c23	i	10	i	0.0	i	i	i	i	i	i	i
CN(C(=O)CSc1n[nH]c(-c2cccs2)n1)C1CCS(=O)(=O)C1 (stereo not drawn)	i	88	i	-22	i	i	i	i	i	i	i
CCc1ccc(NC(=O)C(C)OC(=O)c2ccc(NS(=O)(=O)c3ccc(C)c([N+](=O)[O-])c3)cc2)cc1 (stereo not drawn)	i	26	i	-0.4	i	i	i	i	i	i	i
CCN(CC)S(=O)(=O)c1ccc(S(=O)(=O)N2CCCC2)cc1	i	9	i	-0.2	i	i	i	i	i	i	i
O=C(CC12CC3CC(CC(Br)(C3)C1)C2)NC1CCCC1	i	2	i	-0.3	i	i	i	i	i	i	i
COc1ccc(Nc2oc(-c3ccccc3)nc2C#N)cc1	i	11	i	2.8	i	i	i	i	i	i	i
COC1=C(Nc2ccc(O)cc2)C(=O)c2ccccc2C1=O	i	-24	i	0.2	/	i	i	i	i	i	i
CCCCN(C(=O)Cn1nnc2ccccc21)C(C(=O)NCCOC)c1ccccc1 (stereo not drawn)	i	26	i	0.3	i	i	i	i	i	i	i
COc1ccc(CC2NCCC3(O)CCCCC23)cc1 (stereo not drawn)	i	-1	i	-0.2	i	i	i	i	i	i	i
N#Cc1cccc(CN2CCC(=O)N([C@H](CO)Cc3ccccc3)CC2)c1	i	-2	i	-0.7	i	i	i	i	i	i	i

An excerpt. The share of hits here may be higher or lower than overall.
